TRPC4 act – opens the mouse TRPC4 cation channel; HEK293 TRPC4beta/mu-opioid, Fluo4 calcium fluorescence; stronger effect = higher value; B-score at 10 µM; 310,000 tested, 0.49% active; Q9QUQ5;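 active = B-score above 5 SD of library B-scores, and initial fluorescence ratio not above library mean plus 5 SD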;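 note: positive B-score marks a calcium rise read as TRPC4 activation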
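Incubation: 45 min room-temperature Fluo4 loading, 110 s read / System: HEK293 cells stably co-expressing mouse TRPC4beta and mu-opioid receptor / Signal: Fluo4 fluorescence, kinetic / Control set: buffer (low) and maximal DAMGO (high) / Measure: integrated baseline-normalised fluorescence ratio, converted to per-well B score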
MrgX1 allo act – human MrgX1 positive allosteric modulation, primary screen; MrgX1-HEK293, Fluo-4 calcium flux, FDSS; stronger effect = higher value; B-score at 10 µM; 310,000 tested, 0.63% active; AID 588675;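 active = plate-corrected calcium response at least 3 library SD above typical, normal starting fluorescence, not activating the receptor alone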;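 note: compound read alongside a low EC10 to EC30 dose of BAM8-22 agonist; peak minus trough fluorescence over baseline measured at the second addition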
MrgX1 ag – activates human MrgX1 receptor signaling. MrgX1-HEK293 cells, Fluo-4 calcium fluorescence, agonist mode; stronger effect = higher value. 310,000 tested, 0.44% active. B-score at 10 µM;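 active = calcium response B-score plate-corrected fluorescence ratio at least 3 library SD, with starting fluorescence B-score inside 5 SD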
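Material – MrgX1-expressing HEK293 cells · Input – 15,000 cells seeded per well · Dosing – compound as first of three additions · Times – overnight seeding, then 1 h dark dye loading · Measured by – kinetic Fluo-4 NW fluorescence of intracellular calcium · Read-out – B-scored fluorescence response ratio · Benchmarks – positive and negative control wells on each plate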
ANO1 block – inhibitors of mouse TMEM16A calcium-activated chloride channel. HEK293 TMEM16A/YFP iodide influx fluorescence, ionomycin. normalized B-score (activity score, 25-100; higher = stronger inhibition) at 10 µM. 310,000 tested, 1.2% active. AID 588511;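 active = ratio plate-corrected score three or more library SD toward inhibition, starting fluorescence score within five deviations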;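 note: score derived from kinetic fluorescence span divided by baseline fluorescence per well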
Target sequence (Q8BHY3 whole entry, looked up): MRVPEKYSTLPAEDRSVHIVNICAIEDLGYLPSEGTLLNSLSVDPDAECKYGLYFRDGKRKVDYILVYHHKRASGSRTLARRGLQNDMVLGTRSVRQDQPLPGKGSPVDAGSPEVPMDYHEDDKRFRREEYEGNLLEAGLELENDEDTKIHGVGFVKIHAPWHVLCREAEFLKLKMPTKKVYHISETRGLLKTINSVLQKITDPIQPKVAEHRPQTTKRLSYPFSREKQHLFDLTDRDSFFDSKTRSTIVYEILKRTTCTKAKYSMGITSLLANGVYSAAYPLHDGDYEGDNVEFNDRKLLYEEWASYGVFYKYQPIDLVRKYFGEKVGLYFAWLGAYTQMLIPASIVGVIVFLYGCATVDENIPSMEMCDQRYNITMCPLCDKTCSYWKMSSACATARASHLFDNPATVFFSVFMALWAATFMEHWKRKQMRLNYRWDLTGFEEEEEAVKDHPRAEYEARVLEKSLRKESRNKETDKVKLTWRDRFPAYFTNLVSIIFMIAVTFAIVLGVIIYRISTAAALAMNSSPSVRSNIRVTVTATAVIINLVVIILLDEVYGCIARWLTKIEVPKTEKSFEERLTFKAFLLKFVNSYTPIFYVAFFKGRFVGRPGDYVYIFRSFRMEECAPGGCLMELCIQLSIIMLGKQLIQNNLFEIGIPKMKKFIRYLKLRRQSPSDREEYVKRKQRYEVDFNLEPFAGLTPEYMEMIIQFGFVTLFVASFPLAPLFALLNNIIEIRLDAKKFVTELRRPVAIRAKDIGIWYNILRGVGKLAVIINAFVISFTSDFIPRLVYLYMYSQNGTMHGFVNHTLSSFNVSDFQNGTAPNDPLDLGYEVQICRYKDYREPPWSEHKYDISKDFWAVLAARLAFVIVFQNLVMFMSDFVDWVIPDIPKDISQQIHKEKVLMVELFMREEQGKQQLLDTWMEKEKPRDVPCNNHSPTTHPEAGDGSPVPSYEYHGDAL
ANO1 activ – activates or potentiates the mouse TMEM16A chloride channel. Q8BHY3. HEK293 TMEM16A/YFP-H148Q/I152L, iodide quench fluorescence; stronger effect = lower value. B-score at 10 µM. 340,000 tested, 0.3% active;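 active = fluorescence-ratio B-score plate-corrected deviation score at least 3 library SD below zero, with starting fluorescence score within 5 deviations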;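 note: channel opened by trigger with iodide after compound preincubation; score built on the fluorescence ratio of max minus min over baseline; more negative score means more quench and so TMEM16A activation or potentiation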
TRPC6 inhibitor – inhibitors of mouse TRPC6 channel | 310,000 tested, 1.1% active | HEK293-TRPC6, membrane potential dye, ACh-evoked depolarization; stronger effect = lower value | B-score at 10 µM | AID 2553;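 active = B-score under library mean minus 3 SD, initial fluorescence not abnormally high, positive integrated signal ratio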;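 note: B-score derived from integrated fluorescence ratio over the kinetic read; more negative B-score means stronger inhibition of depolarization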
RGS4 block – inhibitors of human RGS4; P49798; HEK293 M3R/RGS4 inducible, Fluo-4 calcium flux; stronger effect = higher value; triggered by carbachol at its EC20; B-score at 10 µM; 310,000 tested, 0.45% active;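 active = B-score, a plate-corrected calcium signal, over three deviations above library mean, with baseline fluorescence within five deviations of library mean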;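 note: RGS4 expression induced by doxycycline in cells with stable M3 receptor; B-score is computed from the integrated fluorescence ratio over baseline after carbachol; higher B-score means a larger calcium signal and so more RGS4 inhibition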
TRPC4 inh – blocks the mouse TRPC4 cation channel | Q9QUQ5 | B-score at 10 µM | HEK293 TRPC4beta/mu-opioid, DAMGO-evoked Fluo4 calcium flux; stronger effect = lower value | 300,000 tested, 0.39% active;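 active = B-score over 3 SD under the library average, no early fluorescence shift, positive overall ratio signal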
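Assay system – HEK293 line stably carrying TRPC4beta and mu-opioid receptor · Doses – single dose · Detection – Fluo4 calcium-dye fluorescence, kinetic read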
TRPC6 act – activates the mouse TRPC6 cation channel. HEK293-TRPC6 membrane potential dye fluorescence; stronger effect = higher value. Q61143. AID 2550. B-score at 10 µM. 310,000 tested, 0.13% active;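 active = B-score of the integrated fluorescence ratio above library mean plus 3 SD, and starting fluorescence ratio within library mean plus 5 SD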;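 note: higher score means more depolarization so channel activation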
MrgX1 antagonist – blocks BAM8-22 activation of human MrgX1 receptor; Q96LB2; MRGX1-HEK293 calcium flux, Fluo-4, BAM8-22 antagonism; stronger effect = lower value; B-score at 10 µM; 310,000 tested, 1.3% active; AID 588676;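 active = calcium-response B-score plate-corrected more than 3 library SD below zero, starting fluorescence within 5 deviations, no agonist response on first addition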;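 note: peak minus trough fluorescence over baseline after final BAM8-22 challenge near maximal dose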
TRPC4 potent – allosteric potentiators of mouse TRPC4 channel; B-score at 10 µM; 310,000 tested, 0.42% active; HEK293 TRPC4beta/mu-opioid, DAMGO EC20, Fluo-4 Ca2+ flux; stronger effect = higher value; Q9QUQ5; AID 2227;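 active = B-score of calcium response area above 5 SD of library B-scores, with initial fluorescence ratio within 5 SD of library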;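 note: B-score of integrated fluorescence ratio over time as area under calcium response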
An asterisk follows results filed as active; i = inactive; · = no result given.

SMILES	TRPC4 act	MrgX1 allo act	MrgX1 ag	ANO1 block	ANO1 activ	TRPC6 inhibitor	RGS4 block	TRPC4 inh	TRPC6 act	MrgX1 antagonist	TRPC4 potent
Cc1ccnc(NC(=O)C2CC(=O)N(Cc3ccccc3)C2)c1 (configuration not stated)	i	i	i	i	i	i	i	i	i	i	i
COc1ccc(C(=O)Cc2nnc(C)s2)cc1	i	i	i	i	i	i	i	i	i	i	i
Cc1ccc2c(c1)N(C(=O)CCC(=O)N1CCOCC1)CCO2	i	i	i	i	i	i	i	i	i	i	i
Cc1nc2c([nH]c3ccc(Br)cc32)s1	i	i	i	i	i	i	i	i	i	i	i
CCOC(=O)c1nn(-c2ccccc2C)c2nc(CC(C)C)c(C#N)c(=O)n12	i	i	i	i	i	i	i	i	i	i	i
Cc1c(C(=O)N2CCN(Cc3ccc4c(c3)OCO4)CC2)sc2ncnc(N3CCN(c4ccccc4F)CC3)c12	i	i	i	i	i	i	i	i	i	-5.37*	i
O=C(NC(=S)Nc1ccccc1N1CCCCC1)c1ccco1	i	i	i	i	i	i	i	i	i	i	i
COc1ccc2c(c1OC)C(=O)OC2C/C(=N\NC(N)=O)c1ccccc1 (configuration not stated)	i	i	i	i	i	i	i	i	i	i	i
CCc1nnc2sc(-c3ccc(NC(=O)c4ccco4)cc3)nn12	i	i	i	i	i	i	i	i	i	-8.07*	i
CCOC(=O)c1c(C)[nH]c(C)c1S(=O)(=O)NCC1CCN(Cc2ccccc2OC)CC1	i	i	i	i	i	i	i	i	i	i	i
COc1cccc(/C=C/C(=O)Nc2cccc(C(C)=O)c2)c1OC	i	i	i	i	i	i	i	i	i	i	i
C[C@]12CCC3C(CC[C@H]4CCCC[C@]34C)C1CC[C@@]2(O)CNCCO (some centres not stated)	i	i	i	i	i	i	i	i	i	i	i
O=C1CN2C(=Nc3ccc(Br)cc3C2c2ccccc2)CCN1 (configuration not stated)	i	i	i	i	i	i	i	i	i	i	i
CCOC(=O)/C=C/C(=O)OCC(=O)Nc1ccc(OC)c(Cl)c1	i	i	i	i	i	i	i	i	i	i	i
CCOc1ccc(N2C(=O)CC(Sc3nc(-c4cccs4)cc(C(F)(F)F)c3C#N)C2=O)cc1 (configuration not stated)	i	i	i	i	i	i	i	i	i	-7.06*	i
CC(C)CC(=O)N1CCN(Cc2ccc(Cl)cc2)CC1	i	i	i	i	i	i	i	i	i	i	i
COc1ccc(OC)c(NC(=O)Nc2nnc(N3CCCCC3C)s2)c1 (configuration not stated)	i	i	i	i	i	i	i	i	i	i	i
CCc1[nH]nc2c1C(c1ccc(C)o1)C(C#N)=C(N)O2 (configuration not stated)	i	7.59*	i	i	i	i	i	i	i	i	i
CC(C)CC(C(=O)N1CCOCC1)N1Cc2ccccc2C1=O (configuration not stated)	i	i	i	i	i	i	i	i	i	i	i
CC(C)Cn1c2c(c(O)c(C(=O)Nc3nc4ccccc4s3)c1=O)CCCC2	i	i	i	i	i	i	i	i	i	i	i
Cc1cc(-c2ccccc2)nc2oc3c(c12)NC(=O)CN(c1ccccc1)C3=O	i	i	i	i	i	i	i	i	i	i	i
CC(C(=O)N1CCc2ccccc21)N1CCc2ccccc2C1 (configuration not stated)	i	i	i	i	i	i	i	i	i	i	i
COCCNC(=S)NNC(=O)c1ccco1	i	i	i	i	i	i	i	i	i	i	i
O=C(NCc1ccco1)C1CCN(S(=O)(=O)N2CCOCC2)CC1	i	i	i	i	i	i	i	i	i	i	i
Cc1cc(NC(=O)CSc2cn(CCNC(=O)c3ccc(Cl)cc3)c3ccccc23)no1	i	i	i	i	i	i	i	i	i	i	i
COc1ccc(CNCc2ccncc2)cc1OC	i	i	i	i	i	i	i	i	i	i	i
O=C(CSCc1ccccc1)Nc1cccc(C(=O)Nc2ccc(C(=O)O)cc2)c1	i	i	i	i	i	i	i	i	i	i	i
CC1(C)CC2(CCCN(C(=S)Nc3ccccc3)C2)CCO1 (configuration not stated)	i	i	i	i	i	i	i	i	i	i	i
O=C(Nc1cccc2ccccc12)c1nn(C23CC4CC(CC(C4)C2)C3)cc1[N+](=O)[O-]	i	i	i	i	i	i	i	i	i	i	i
CC(C)Oc1ccc(S(=O)(=O)N2CCOCC2)cc1NC(=O)C1CSC2(C)CCC(=O)N12 (configuration not stated)	i	i	i	i	i	i	i	i	i	i	i
Cc1ccc(CNC(=O)CCn2cc(-c3ccc(C)cc3)nc2-c2ccncc2)cc1	i	i	i	i	i	i	i	i	i	i	i
CCc1noc(C)c1C(=O)N1CCN(S(=O)(=O)c2ccc(C)cc2C)CC1	i	i	i	i	i	i	i	i	i	i	i
CCOC(=O)C1(Cc2ccc(Cl)cc2)CCN(Cc2nccn2CC)CC1	i	i	i	i	i	i	i	i	i	i	i
O=C(Nc1ccccc1)OCc1cnc(Cl)s1	i	i	i	i	i	i	i	·	i	i	i
Cc1cccc(-c2ncc(S(=O)(=O)C(C)(C)C)c(N)n2)c1	i	i	i	i	i	i	i	i	i	i	i
CCOc1ccc(Nc2oc(-c3ccccc3Cl)nc2C#N)cc1	i	i	i	i	·	i	i	i	i	i	i
CCc1ccc(N2C(=O)c3cc(N4CCOCC4)c([N+](=O)[O-])cc3C2=O)cc1	i	i	i	i	·	i	i	i	i	i	i
O=C(c1cc(-c2ccc(F)cc2)on1)N1CCOCC1	i	i	i	i	i	i	i	i	i	i	i
O=C(Nc1ccc(Br)cc1)C1CCN(c2cnccn2)CC1	i	i	i	i	i	i	i	i	i	i	i
Cc1ccc2cccc(S(=O)(=O)N3CCN(c4cccc(Cl)c4)CC3)c2n1	i	i	i	i	i	i	i	i	i	i	i
Cc1ccc(-c2nc(C(=O)NCCCN(C)C)cc3c2[nH]c2ccccc23)cc1	i	i	i	i	i	-9.78*	i	i	i	i	i
CC(C)Oc1cccc(-c2cc(C(=O)NC(=S)N(C)c3ccccc3C(=O)O)c3ccccc3n2)c1	i	i	i	i	i	i	i	i	i	i	i
CC1CN(C(=O)N2c3ccccc3Sc3ccccc32)CC(C)O1 (configuration not stated)	i	i	i	i	i	i	i	i	i	i	i
CCOC(=O)CNC(=O)CSc1ncnc2c1cnn2-c1ccc(C)cc1	i	i	i	i	i	i	i	i	i	i	i
CCOc1ccccc1NC1=NC2CS(=O)(=O)CC2S1 (configuration not stated)	i	i	i	i	i	i	i	i	i	i	i
CCOc1ccc(OCCOC(=O)CN(C)S(=O)(=O)c2ccc(NC(C)=O)cc2)cc1	i	i	i	i	i	i	i	i	i	i	i
COc1cccc(CN2CCNC(=O)C2CC(=O)N2CCOc3ccccc3C2)c1OC (configuration not stated)	i	i	i	i	i	i	i	i	i	i	i
Cc1nn2c(=O)cc(CSCC(=O)Nc3ccccc3Cl)nc2s1	i	i	i	i	i	i	i	i	i	i	i
CCc1ccc(OCc2nnc(SCC(=O)NCc3ccco3)o2)cc1	i	i	i	i	i	i	i	i	i	i	i
Cn1c(-c2cccs2)nc2ccccc21	i	i	i	i	i	i	i	i	i	i	i

(list continues)
SMILES	TRPC4 act	MrgX1 allo act	MrgX1 ag	ANO1 block	ANO1 activ	TRPC6 inhibitor	RGS4 block	TRPC4 inh	TRPC6 act	MrgX1 antagonist	TRPC4 potent
CCOC(=O)CSc1nnc(-c2ccccc2NC(=O)c2ccccc2)o1	i	i	i	i	i	i	i	i	i	i	i
CCOc1nc(Nc2ccc([N+](=O)[O-])cc2)nc(NC(C)(C)C)n1	i	i	i	i	i	i	i	i	i	i	i
CCn1c(C(C)NC(=O)Cc2ccccc2)nc2ccccc21 (configuration not stated)	i	i	i	i	i	i	i	i	i	i	i
CC(CNC(=O)C1CCCCC1C(=O)O)c1ccccc1 (configuration not stated)	i	i	i	i	i	i	i	i	i	i	i
Cc1ccc(C(=O)CSc2nnnn2Cc2ccccc2)cc1C	i	i	i	i	i	i	i	i	i	i	i
CCOc1cc(C#N)c(NC(=O)c2cccnc2Cl)cc1OCC	i	i	i	i	i	i	i	i	i	i	i
CCOC(=O)c1c(NC(=O)c2ccc(N3C(=O)[C@@H]4[C@H](C3=O)[C@H]3C=C[C@@H]4C3)cc2)sc2c1CC(C)CC2 (some centres not stated)	i	i	i	i	i	i	i	i	i	i	i
CN(C(=O)CSc1nnnn1-c1ccccc1)C1CCCCC1	i	i	i	i	i	i	i	i	i	i	i
CCc1ccc(C(=O)/C=C/Nc2ccc(S(=O)(=O)Nc3onc(C)c3C)cc2)cc1	i	i	i	i	i	i	i	i	i	i	i
CNC(=O)COC(=O)c1ccc2c(c1)S(=O)(=O)c1ccccc1C2=O	i	i	i	i	i	i	i	i	i	i	i
O=C(c1ccc(Cl)c(S(=O)(=O)N2CCCCC2)c1)N1CCCCCC1	i	i	i	i	i	i	i	i	i	i	i
C=CCn1c(-c2ccc(S(=O)(=O)N3CCOCC3)cc2)csc1=Nc1ccccc1	i	i	i	i	i	i	i	i	i	-7.91*	i
O=S(=O)(Nc1ccccn1)c1ccc(Oc2ccccc2)cc1	i	i	i	i	i	i	i	i	i	i	i
COc1ccc2cc([C@H](C)C(=O)N(C)Cc3ccccc3N3CCCC3)ccc2c1	i	i	i	i	i	i	i	i	i	i	i
CN1CCN(c2ccccc2NC(=O)COc2ccc(Cl)cc2)CC1	i	i	i	i	i	i	i	i	i	i	i
C/C(CCC(=O)O)=N/Nc1ccc([N+](=O)[O-])cc1[N+](=O)[O-]	i	i	i	i	i	i	i	i	i	i	i
CN(C)c1ccc(NC(=O)c2ccc3nc[nH]c3c2)cc1	i	i	i	i	i	i	i	i	i	i	i
O=C(Cn1nnc(-c2ccccc2F)n1)NCCc1ccccc1	i	i	i	i	i	i	i	i	i	i	i

Whole records, looked up by structure. Order of values: TRPC4 act, MrgX1 allo act, MrgX1 ag, ANO1 block, ANO1 activ, TRPC6 inhibitor, RGS4 block, TRPC4 inh, TRPC6 act, MrgX1 antagonist, TRPC4 potent
Cc1nn2c(=O)cc(CSCC(=O)Nc3ccccc3Cl)nc2s1 as listed: i, i, i, i, i, i, i, i, i, i, i
CCOC(=O)/C=C/C(=O)OCC(=O)Nc1ccc(OC)c(Cl)c1 as listed: i, i, i, i, i, i, i, i, i, i, i
